Screening data from PubChem BioAssay.
Growth percent in the NCI-60 one-dose screen (48 h, 10 µM unless noted): 100 = growth as untreated, 0 = no growth, -100 = all killed.
HL-60(TB): HL-60(TB) leukemia cells. 78,000 tested, 9% active. AID 1794776; active means growth percent below 10
* = called active by the depositor; & = joins results of further samples; ! = not active in a repeat; [ ] = remark or other dose.

Structure | HL-60(TB)
COC(=O)c1cn(Cc2cn(S(=O)(=O)c3ccccc3)c3ccccc23)c2ccccc12 | 71
COc1ccc(CCNc2nc3sc4c(c3c(=O)[nH]2)CCCC4)cc1OC | 82
N=c1c2c(N)[nH]nc2nc2n1-c1ccccc1Sc1ccccc1-2 | 124
Nc1cc2c(cc1N)-c1ccccc1C2 | 7.8*!
COc1nc(OC)nc(-c2cnc3cc(OC)c(OC)cc3c2)n1 | 97
O=C(Nc1cccc(F)c1)Nc1nccnc1OCc1ccc(F)cc1 | 91
COc1ccc(NC2=C(Sc3nc(C)cc(C)n3)C(=O)N(Cc3ccccc3)C2=O)cc1Cl | 59[30 µM]
CC12CCC(C3NC(=S)NN=C31)C2(C)C (stereo not drawn) | 95
Cc1ccn2c1C(=O)N(c1ccccc1)C2=S | 101
O=C1c2ccccc2C(=O)C1[N+](=O)[O-] | 100
O=C1CSC(SC(=O)Oc2ccc(Cl)cc2Cl)=N1 | 93
CC(=O)Nc1cc2c(cc1[N+](=O)[O-])-c1ccccc1/C2=N\O | 111
CC12CCCC(=O)N1c1ccc(Br)cc1-c1nc(=O)c(-c3ccccc3)nn12 (stereo not drawn) | 102
Cc1cc([N+](=O)[O-])ccc1NS(=O)(=O)c1ccccc1 | 90
O=C(/C=C/c1ccccc1)Oc1ccccc1 | 97
CCCCCCCCCCCCCCCCNC1=C(Cl)C(=O)c2ccccc2C1=O | 93
O=C1c2ccccc2-c2c1nc1ccccc1[n+]2[O-] | 101
O=C(O)P(=O)(O)O | 105
O=C(/C=C/c1cccnc1)c1ccccc1O | 92
Cc1nc(Cl)c2[nH]c(Cl)nc2n1 | 61
Cc1ccccc1OS(=O)(=O)c1cccc([N+](=O)[O-])c1 | 138
CN(C)C(=S)N(C)C | 87
Cc1ccc(-c2nc3ccccc3o2)cc1NCc1cc(Cc2ccccc2)ccc1O | 79
O=C1C=Cc2ccccc2C1=O | 87
CCOC(=O)/C=C/C(=O)[C@H](CC(C)C)NC(=O)[C@H](Cc1ccccc1)NC(=O)OCc1ccccc1 | 26
Nc1ccccc1SC(CC(=O)c1ccccc1)c1ccccc1 (stereo not drawn) | 106&99
CN1CCCCC1C(O)c1ccc(Cl)cc1 (stereo not drawn) | 88
Cc1nc(Nc2ccc(NC(=S)Nc3ccccc3)cc2)nc2nc(NCc3ccccc3)[nH]c(=O)c12 | 76
CN1CCC23C(=O)CC4C(=CCOC5CC(=O)N(c6ccccc62)C3C54)C1 (stereo not drawn) | 86
O/N=C(/c1ccccc1)c1ccc2c3c(cccc13)CC2 | 101&87
O=C(CC1(O)C(=O)Nc2ccc(Br)cc21)c1ccc(C(=O)NCC2CCC3(CC2)OOC2(CCCCC2)OO3)cc1 (stereo not drawn) | -39*
COc1cc(/C=C/C(=O)c2ccc(NC(=O)CSc3nc4[nH]c(=O)n(C)c(=O)c4[nH]3)cc2)cc(OC)c1OC | 102
Cc1cc2c(-c3nc4ccccc4[nH]3)c(O)c(O)cc2c(O)c1-c1c(C)cc2c(-c3nc4ccccc4[nH]3)c(O)c(O)cc2c1O | -11*
CCOc1ccc(OC(=O)c2ccc(O)cc2)cc1 | 75
COC(=O)C[Se]C(=O)c1ccccc1OC(C)=O | -4.0*
COc1ccc(-n2nc(C(=O)NCC(=O)NO)nc2-c2ccccc2)c(OC)c1OC | 101
COc1cc2c(cc1OC)-c1c(OC)c(OC)cc3c1C(C2)OCC3 (stereo not drawn) | 70
Cn1ccnc1C(=O)C1CC1c1ccc(CC(=O)Nc2ccc(Br)cc2)cc1 (stereo not drawn) | 98
CCCCCCCSC(=S)NC1c2ccccc2Oc2ccccc21 | 89
CC1CCC2(CC1)N=C(N)N=C(N)N2c1ccc(S(N)(=O)=O)cc1 (stereo not drawn) | 98
CC[C@]12CN3CCc4c([nH]c5ccccc45)[C@@](C(=O)OC)(c4cc5c(cc4OC)N(C)[C@H]4[C@@](O)(C(=O)OC)[C@H](OC(C)=O)[C@]6(CC)C=CCN7CC[C@]54[C@@H]76)CC(C3)[C@H]1O2 (stereo partly drawn) | -1.3*
CC(C)n1nc(C#Cc2cccc(O)c2)c2c(N)ncnc21 | -58*
COc1cc2oc(-c3cccc(C(=O)N[C@@H](CC(C)C)C(=O)OC(C)(C)C)c3)cc(=O)c2c(OC)c1OC | 77
CN(C)CCOC(=O)Oc1c(Cl)cc(Cl)c(Cl)c1[N+](=O)[O-] | 97
COc1cc(C(=O)/C=C/c2c(-c3ccc(F)cc3)nc3ncccn23)cc(OC)c1OC | 31
Cc1cc(C)c(C)c(C(=O)CCC(=O)O)c1C | 93
CCCCCCCCn1ccc2cc(NC(=O)CN3CCN(c4cc(C)nc(N5CCCCC5)n4)CC3)ccc21 | 52
C/C=C(\C)C(C(=O)NC1CCCCC1)N(C(=O)C1CCc2cc(F)ccc2O1)c1cccc([N+](=O)[O-])c1 (stereo not drawn) | 83
CC(C)=CCC[C@](C)(O)[C@H]1CC[C@]2(C)[C@@H]1CC[C@@H]1[C@@]3(C)CC/C(=N/O)C(C)(C)[C@@H]3CC[C@]12C | 5.2*[100 µM]
COc1ccc(C2=NOC(C(=O)N3CCC(O)CC3)C2)cc1OC1CCCC1 (stereo not drawn) | 103

More results follow.
Structure | HL-60(TB)
Oc1ccc(/C=N/c2n[nH]c(-c3cccnc3)n2)c(O)c1O | 93
O=C(CCn1cc[n+](CC(=O)c2ccc([N+](=O)[O-])cc2)c1)Nc1cccc2cccnc12 | 102
CCCCCCCCCC(=O)OC1CC(C)=C2C(=O)C=C(C)[C@@H]2[C@H]2OC(=O)[C@H](C)[C@H]12 (stereo partly drawn) | 77
O=C1c2cccc(-c3ccc(C(F)(F)F)cc3)c2C2CC=CCN12 (stereo not drawn) | 72
CCCCCCCCC#CCCCCCCCCCCCC(=O)O | 107
O=C1/C(=C2\SC(=S)N(c3ccc(F)cc3)C2=O)SC(=S)N1c1ccc(F)cc1 | 104
Cc1cc(C)c(/C=C2\C(=O)Nc3ccc(NC(=O)CCCCC(=O)NO)cc32)[nH]1 | 111
[O-][n+]1onc(-c2ccccc2)c1CNc1ccc(Nc2nc(C(F)(F)F)nc3c2cnn3-c2ccc(Br)cc2)cc1 | 80
COc1ccc(C2=NN(c3cc(Cl)cc(Cl)c3)C(c3sc(N(CCCl)CCCl)nc3Cl)C2)cc1 (stereo not drawn) | 104
CCOC(=O)c1cnnn1-c1cc(=O)[nH]c2ccc(OC)cc12 | 109
Nc1nc(Nc2ccccc2)nn1Cc1ccccc1 | 78
Cc1ccc(O)c[n+]1[O-] | 103
CC1=N/C(=C\c2ccccc2Cl)C(=O)N1CCc1ccc(S(N)(=O)=O)cc1 | 102
Cc1nc(Nc2cccc(NC(=S)Nc3ccccc3)c2)c2ccccc2n1 | 109
O=C(Nc1cc(Cl)cc(Cl)c1)Oc1c(Cl)c(Cl)c(Cl)c(Cl)c1Cl | 61
O=C1/C(=C/c2ccc(Br)cc2)Sc2c(Br)cccc21 | 101
N=C1/C(=C2\Nc3ccccc3S2)CC(=O)N1c1ccc(SC(F)F)cc1 | 43
Nc1nc(-c2ccccc2)[nH]c(=O)n1 | 114
CC1(C)CC(=O)C2=C(C1)Oc1nc(N)c(C#N)c(N)c1C2c1ccc(F)cc1 (stereo not drawn) | 107
O=c1oc2c(Cl)cc(Cl)cc2cc1-c1cs/c(=N/N=C\c2ccc(Cl)cc2)n1/N=C/c1ccc(Cl)cc1 | 100
COc1ccc(-c2nc(SCCC(C)C)[nH]c(=O)c2C#N)cc1 | 112
COc1ccc(-c2nc(SCC(C)C)nc(N3CCOCC3)c2C#N)cc1 | 80
CC/C(=C(\c1ccc(OCCN2CCOCC2)cc1)c1ccc(OC(=O)c2ccccc2)cc1)c1ccc(Cl)cc1 | 97
O=c1[nH]c2ccccc2n1CCCN1CCC(n2c(=O)[nH]c3cc(Cl)ccc32)CC1 | 86
COc1cc(OC)cc(-c2cncn2-c2ccc(-c3nc4cc(OC)cc(OC)c4s3)cc2)c1 | 41

By substructure, the entries above containing two or more sulfur atoms (4)
Structure | HL-60(TB)
O=C1CSC(SC(=O)Oc2ccc(Cl)cc2Cl)=N1 | 93
CCCCCCCSC(=S)NC1c2ccccc2Oc2ccccc21 | 89
O=C1/C(=C2\SC(=S)N(c3ccc(F)cc3)C2=O)SC(=S)N1c1ccc(F)cc1 | 104
N=C1/C(=C2\Nc3ccccc3S2)CC(=O)N1c1ccc(SC(F)F)cc1 | 43

Further structures follow:
> COc1ccc(NC(=O)Cc2ccc(N=C(N)N=C(N)N)cc2)cc1
  HL-60(TB): 104
> COc1ccc(CCl)cc1CCl
  HL-60(TB): 102
> C/C=C/C1=CN2C(=O)c3cc(OC4OC(C)C(NC)C(C)(O)C4O)c(C)cc3N=C[C@@H]2C1 (stereo partly drawn)
  HL-60(TB): -4.4*
> N#Cc1c(Cl)cccc1N1CCSCC1
  HL-60(TB): 34
> c1cc2c(cc1CNC1CCCCC1)OCO2
  HL-60(TB): 94
> COc1ccc(OC)c(-n2cc(C#N)c(N)c2C(=O)c2cccnc2)c1
  HL-60(TB): 95
> O=C(Nc1cccc(Br)c1)c1cc(=O)[nH]c2ccccc12
  HL-60(TB): 108
> COc1ccccc1-c1cn2c(ccc3ccccc32)n1
  HL-60(TB): 117
> CC(C)N(Sc1nc2ccccc2s1)Sc1nc2ccccc2s1
  HL-60(TB): 100
> C#Cc1nc(C2=C(C)C(OC(=O)CCC(=O)O)CC2)cs1 (stereo not drawn)
  HL-60(TB): 101
> O=S(=O)(c1ccccc1)N1CCN(c2ccccc2)CC1
  HL-60(TB): 97
> O=C(CNc1nc(-c2ccccc2)cs1)Nc1ccc(Cl)cc1[N+](=O)[O-]
  HL-60(TB): -15*
> CCCCC1COc2cccc3c2N1C=C/C3=C\C(=O)N(C)c1ccc(C(F)(F)F)cc1 (stereo not drawn)
  HL-60(TB): 89
> O=C(O)c1ccc(NC2=C(I)C(=O)c3ncccc3C2=O)cc1
  HL-60(TB): 100
> C=Cn1c(O)c(N=NC(=O)c2ccc(S(N)(=O)=O)cc2)c2ccccc21
  HL-60(TB): 93
> COc1ccc(CCCc2c3[n+](cc4c(OC)c(OC)ccc24)CCc2cc4c(cc2-3)OCO4)cc1
  HL-60(TB): 37
> COC(=O)/C(CCC=C(C)C)=C1\[C@@H](OC(C)=O)C[C@@]2(C)[C@H]1C/C(=N\O)[C@H]1[C@@]3(C)CCNC(=O)[C@@H](C)[C@@H]3CC[C@@]12C
  HL-60(TB): 102
> COc1ccc(/C(=N\O)c2cc(OC)c(OC)c(OC)c2)c(OC)c1N
  HL-60(TB): -24*
> O=C(c1ccc(O)c(O)c1)c1c(O)cc(O)cc1O
  HL-60(TB): 85
> Cn1c(=O)cc(NC(=O)CN2CCN(c3cc4c(cc3F)c(=O)c(C(=O)O)cn4C3CC3)CC2)[nH]c1=O
  HL-60(TB): 98
> CNc1n[nH]c(-c2ccccc2)n1
  HL-60(TB): 98
> CCCCCN(CCCCC)C(C)C(O)c1ccc2cc(Cl)c3ccccc3c2c1 (stereo not drawn)
  HL-60(TB): 105
> COc1ccc(C(=O)c2sc3nc(C)cc(C)c3c2N)cc1OC
  HL-60(TB): 97
> COc1cc(C2CC(c3ccc(N4CCOCC4)cc3)=NN2c2nc(-c3ccc(Cl)cc3)c(C#N)c(N3CCOCC3)n2)cc(OC)c1OC (stereo not drawn)
  HL-60(TB): 98
> Fc1ccc(C(c2ccc(F)cc2)C(Cl)(Cl)Cl)cc1
  HL-60(TB): 96

Four entries already listed, arranged by count of non-hydrogen atoms, falling.
> COc1cc(C2CC(c3ccc(N4CCOCC4)cc3)=NN2c2nc(-c3ccc(Cl)cc3)c(C#N)c(N3CCOCC3)n2)cc(OC)c1OC (stereo not drawn)
  HL-60(TB): 98
> CCCCC1COc2cccc3c2N1C=C/C3=C\C(=O)N(C)c1ccc(C(F)(F)F)cc1 (stereo not drawn)
  HL-60(TB): 89
> CCCCCN(CCCCC)C(C)C(O)c1ccc2cc(Cl)c3ccccc3c2c1 (stereo not drawn)
  HL-60(TB): 105
> C#Cc1nc(C2=C(C)C(OC(=O)CCC(=O)O)CC2)cs1 (stereo not drawn)
  HL-60(TB): 101

Further entries
> COc1ccc(C2=NN(C(N)=S)C(c3cc4ccccc4[nH]c3=O)C2)cc1 (stereo not drawn)
  HL-60(TB): 71
> COC(=O)CN1C(=O)c2cc(-c3ccccc3)nc(C)c2C1=O
  HL-60(TB): 99
> COc1cc(-c2nn(-c3cccc(F)c3)cc2CO)ccc1O
  HL-60(TB): 89
> C/C(=C\CCc1ccsc1)CC/C=C(\C)CCCN1CCOCC1
  HL-60(TB): 79
> CC(=O)NC1c2ccccc2Oc2ccccc21
  HL-60(TB): 93
> C=CCOC(=O)Nc1ccccc1
  HL-60(TB): 107
> CC1(C)CC(=O)C2=C(C1)N(c1ccc(OC(F)(F)F)cc1)C(N)=C(C#N)C2c1ccc(Cl)cc1Cl (stereo not drawn)
  HL-60(TB): 88
> CCOC(=O)c1c2c(c3ccc4c5ccccc5ccc4n13)C(=O)c1ccccc1C2=O
  HL-60(TB): 107
> CCCC(=O)NC(c1cccnc1)c1cc(C)c2cccnc2c1O (stereo not drawn)
  HL-60(TB): 1.4*
> CCOC(=O)C(C#N)C(C)(C)C[N+](=O)[O-] (stereo not drawn)
  HL-60(TB): 92
> COc1cc2ccccc2cc1N=C=O
  HL-60(TB): 117
> COc1cc(C2c3cc(O)c(OC)cc3CC(C(=O)O)C2CO)ccc1O (stereo not drawn)
  HL-60(TB): 103
> CC1CC(C)OP(=O)(OCCC#N)O1 (stereo not drawn)
  HL-60(TB): 71
> COc1ccc2c(CCC(c3ccccc3)c3ccccc3)c3[n+](cc2c1OC)CCc1cc2c(cc1-3)OCO2
  HL-60(TB): -41*
> COc1cc(/C=C\c2cc(/C=C\c3ccc(O)c(OC)c3)n(C(=O)COc3ccc(Cl)cc3Cl)n2)ccc1O
  HL-60(TB): -19*
> CON(C)C(=O)c1cc(-c2ccc(C)cc2)n(-c2ccc(S(C)(=O)=O)cc2)n1
  HL-60(TB): 90
> Oc1ccc(-c2ccccc2)cc1Br
  HL-60(TB): 98
> CC(C)(C)c1ccc(CC(Cc2ccc(C(C)(C)C)cc2)(C2=N[C@H](c3ccccc3)CO2)C2=N[C@@H](c3ccccc3)CO2)cc1
  HL-60(TB): 81
> CC1COC(c2ccc(N(C)C)cc2)O1 (stereo not drawn)
  HL-60(TB): 96

Taken from above:
CC1COC(c2ccc(N(C)C)cc2)O1 (stereo not drawn) in HL-60(TB) reads 96
COC(=O)CN1C(=O)c2cc(-c3ccccc3)nc(C)c2C1=O in HL-60(TB) reads 99

These rows are one share of the data; the hit share may differ from the screen's.
